LYPLA1 counter = LYPLA1 (human) inhibition in PME1 counter-screen | recombinant LYPLA1, FP-Rh probe fluorescence polarization | O75608 | 0.16% of 320,000 active | inhibition, % at 5.9 µM;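 active = inhibition above the mean of all tested compounds plus 3 SD, set per campaign, cut at about 14% in these data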;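 note: inhibitors block serine hydrolase probe labeling of LYPLA1 so polarization falls; 0% = enzyme with DMSO and 100% = wells lacking LYPLA1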
Target sequence (O75608 whole entry, looked up): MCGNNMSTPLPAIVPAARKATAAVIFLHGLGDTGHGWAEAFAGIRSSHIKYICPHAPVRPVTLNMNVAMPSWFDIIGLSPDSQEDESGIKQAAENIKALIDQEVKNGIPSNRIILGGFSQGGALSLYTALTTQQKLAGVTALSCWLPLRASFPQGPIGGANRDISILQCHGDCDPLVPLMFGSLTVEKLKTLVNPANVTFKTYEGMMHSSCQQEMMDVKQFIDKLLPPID
PAD4 inh = inhibitors of human PAD4 | recombinant PAD4, RCA probe fluorescence polarization | 0.41% of 330,000 active | inhibition, % at 6.36 µM;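 active = percent inhibition above a cutoff equal to the mean of all tested compounds plus 3 SD, cut at about 15% in these data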;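 note: 0% = PAD4 with RCA probe and DMSO and 100% = probe without PAD4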
PME-1 inh = PME-1 (human) inhibition | Q9Y570 | recombinant PME-1, FP-Rh probe fluorescence polarization | inhibition, % at 5.9 µM | 0.53% of 320,000 active | AID 2130;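 active = inhibition above the campaign mean of all compounds plus 3 SD, cut at about 26% in these data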;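 note: competitive labeling of PME-1 active site by serine hydrolase directed probe; 0% = PME-1 with DMSO and 100% = wells lacking PME-1 enzyme; inhibitors block probe labeling so polarization falls and inhibition rises; many of its hits are not listed in these tables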
LYPLA2 inh = counter-screen for PME1 inhibitors: inhibitors of human LYPLA2; inhibition, % at 5.9 µM; 0.38% of 320,000 active; recombinant LYPLA2, FP-Rh probe fluorescence polarization; O95372;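 active = inhibition above the screen-wide mean plus 3 SD, limit set per campaign, cut at about 26% in these data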;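 note: 0% = LYPLA2 with DMSO and 100% = wells lacking LYPLA2 enzyme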
PAFAH1B2 inh = blocks human PAF acetylhydrolase 1b catalytic subunit 2; P68402; inhibition, % at 3.39 µM; recombinant PAFAH1B2, FP-rhodamine activity probe, fluorescence polarization; 1.2% of 340,000 active;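 active = inhibition above the mean of all tested compounds plus 3 SD, cut at about 24% in these data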;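 note: 0% = enzyme with DMSO and 100% = wells lacking PAFAH1B2; many of its hits are not listed in these tables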
GSTO1 counter = GSTO1 inhibition, counter-screen for RBBP9 inhibitors; P78417; recombinant GSTO1, activity-based probe fluorescence polarization; inhibition, % at 5.96 µM; 1.1% of 300,000 active;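 active = inhibition above the campaign mean inhibition plus 3 SD, cut at about 35% in these data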;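 note: 0% = GSTO1-1 with DMSO and 100% = wells lacking GSTO1-1 enzyme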
pPAFAH inh = inhibitors of human plasma PAF acetylhydrolase (pPAFAH); inhibition, % at 3.39 µM; AID 463082; 1.5% of 330,000 active; recombinant pPAFAH, FP-rhodamine probe fluorescence polarization;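 active = inhibition above the mean inhibition across the screen plus 3 SD, cut at about 25% in these data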;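 note: inhibitors block binding of the rhodamine activity-based probe so polarization drops; 0% = enzyme with DMSO and 100% = wells lacking pPAFAH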
Target sequence (Q13093 whole entry, looked up): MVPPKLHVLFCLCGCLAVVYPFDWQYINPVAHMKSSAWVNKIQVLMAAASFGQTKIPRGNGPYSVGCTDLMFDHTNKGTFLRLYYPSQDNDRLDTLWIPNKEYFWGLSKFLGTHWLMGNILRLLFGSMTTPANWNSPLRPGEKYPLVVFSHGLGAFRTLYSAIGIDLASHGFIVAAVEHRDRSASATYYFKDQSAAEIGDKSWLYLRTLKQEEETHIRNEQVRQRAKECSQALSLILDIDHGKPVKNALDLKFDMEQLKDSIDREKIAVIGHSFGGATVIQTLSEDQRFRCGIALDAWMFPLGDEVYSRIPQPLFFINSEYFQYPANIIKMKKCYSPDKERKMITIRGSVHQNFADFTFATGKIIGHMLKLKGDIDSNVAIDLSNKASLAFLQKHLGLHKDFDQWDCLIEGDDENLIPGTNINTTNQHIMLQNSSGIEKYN
PAFAH2 FP inh = PAFAH2 (human) inhibition; inhibition, % at 3.39 µM; 0.99% of 340,000 active; Q99487; recombinant PAFAH2, FP-rhodamine activity probe, fluorescence polarization; AID 492956;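 active = inhibition above the mean over all tested compounds plus 3 SD, cut at about 30% in these data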;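 note: inhibitors block probe labeling of enzyme so polarization drops; 0% = enzyme with DMSO and 100% = wells lacking PAFAH2 protein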
PAFAH1B3 inh = inhibitors of human PAFAH1B3 | AID 492972 | inhibition, % at 3.39 µM | 0.28% of 340,000 active | recombinant PAFAH1B3, FP-rhodamine probe, fluorescence polarization;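 active = inhibition above the screen-wide average of all tested compounds plus 3 SD, cut at about 25% in these data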;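 note: 0% = enzyme with DMSO only and 100% = wells lacking PAFAH1B3 protein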
Target sequence (Q15102 whole entry, looked up): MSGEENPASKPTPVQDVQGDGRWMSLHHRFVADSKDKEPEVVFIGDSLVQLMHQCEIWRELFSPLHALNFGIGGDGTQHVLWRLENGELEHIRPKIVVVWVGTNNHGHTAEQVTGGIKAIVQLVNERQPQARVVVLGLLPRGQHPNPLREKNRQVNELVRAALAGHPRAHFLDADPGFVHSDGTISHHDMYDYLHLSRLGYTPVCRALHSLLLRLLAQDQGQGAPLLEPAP
An asterisk follows results filed as active; . = no result given. This is a subset (hit frequency here may not be typical).

mol,PAFAH2 FP inh,PME-1 inh,PAD4 inh,pPAFAH inh,PAFAH1B2 inh,GSTO1 counter,LYPLA2 inh,PAFAH1B3 inh,LYPLA1 counter
Cn1cccc1Cc1nnc(SCC(=O)NC2CCCC2)n1CCc1ccccc1,0,6,-4,3,7,6,-7,4,1
Cc1cc(C)c(NC(=S)N(C)C)cc1C,3,-3,-3,4,4,4,3,5,-2
CCC(CC)c1nnc(NC(=O)Cc2cccs2)s1,7,-6,-10,5,-3,-7,-8,-1,-4
CN1CCN(C(=O)C2=C[C@H](c3csc4ccccc34)C[C@H](OCc3ccc(CO)cc3)O2)CC1,3,0,-3,5,-1,-29,-3,16,-4
O=C(Cn1nc(C(=O)O)c2ccccc2c1=O)Nc1nc(-c2ccccc2)cs1,-25,-25,-5,-3,-7,-4,-32,-14,-16
Cc1ccc(Cl)cc1NC(=S)N(CCCN1CCN(C)CC1)Cc1cccs1,2,4,-4,4,-2,0,-2,13,-2
CN(C)C(CNC(=O)Cc1cccc(C(F)(F)F)c1)c1ccccc1 (stereo not given),10,-3,0,-7,-5,2,-9,12,-3
S=C(NNc1nc(Nc2ccccc2)nc(N2CCCCC2)n1)NC1CCCCC1,-3,-5,1,0,5,-17,-21,-3,-7
CC1(C(=O)N2CCN(Cc3ccccc3Cl)CC2)CC1(Cl)Cl (stereo not given),7,2,0,3,6,3,-1,-2,-2
CN(CC(=O)Nc1cccc2c1CCCC2)S(=O)(=O)c1ccccc1,1,4,5,4,5,6,3,12,-1
CCCCNC(=O)c1cc2nc3c(c(C(F)(F)F)n2n1)CCc1ccccc1-3,1,-2,3,-3,1,4,-2,4,1
COCCN(CC(=O)Nc1cccc(C)c1C)C(=O)c1ccc(-n2cccn2)cc1,6,1,-1,3,-1,.,5,8,2
CC(CN1CCCC1)OC(=O)c1ccc(Cl)cc1Cl (stereo not given),4,0,-3,1,0,5,-6,5,2
COC(=O)c1ccccc1NC(=O)CN1CCC(NC(=O)c2ccccc2C)CC1,3,-4,-4,-6,1,12,4,8,1
COc1ccc2c(CC(=O)Nc3ccc(N4CCOCC4)cc3)coc2c1,5,1,1,3,4,2,0,5,2
Cc1nc(NC(=O)CSc2nnc(C3CC3)n2C)sc1C,-9,0,-2,7,-4,-3,-2,8,-1
NS(=O)(=O)c1cccc(NC(=O)c2cccc3c(Br)cccc23)c1,-11,-3,3,2,0,-6,-6,0,-9
COc1ccc2nc(NC(=O)CCn3cccc3)sc2c1,0,0,0,4,4,4,-6,8,-3
Cc1cccn2c(CNCCc3ccccn3)c(C(=O)N3CCOCC3)nc12,1,2,2,-2,-2,12,6,10,-2
CC1=[N+](CC(=O)NC(C)(C)C)CCc2ccccc21,1,3,3,2,-1,1,5,-7,3
CC(=O)Nc1sc2c(c1C(c1ccc(F)cc1)N1CCOCC1)CCCC2 (stereo not given),-5,2,2,-4,7,8,4,0,0
O=C(COc1ccccc1F)NNC(=O)c1cc(Br)ccc1Cl,-3,.,-1,-5,4,.,.,5,.
COC(=O)c1cn(C(=O)c2cc(OC)cc(OC)c2)c2ccccc12,13,3,8,0,-4,-1,-1,-3,-1
CCOC(=O)CC(=O)c1cc(OC)c(OC)c(OC)c1,-3,-13,-5,-5,1,-4,-4,10,-5
NC(=O)c1ccc2c(=O)n3c(-c4cc(Cl)c(N)c(Cl)c4)csc3nc2c1,11,-6,-4,4,-3,8,-6,3,-5
Cc1ccoc1C(=O)Nc1cccc(Oc2ccccc2)c1,-2,-11,-1,-5,5,-1,3,7,-4
Cc1ccc(-n2c3c(cc(C(=O)NCc4ccco4)c2=O)C(=O)CC(C)(C)C3)cc1,-6,-1,-2,2,4,3,-3,6,1
CC(C)(C)c1cn(-c2ccc(Cl)cc2)c(=S)[nH]1,4,5,-3,6,2,2,0,1,2
CCCC1CC(CSC(=N)N)OC1=O (stereo not given),0,-6,-1,1,4,22,9,3,0
CC1(C)CC(C(=O)NCCC(c2ccccc2)c2ccco2)CCO1 (stereo not given),-1,5,4,3,0,13,6,10,2
O=C(O)COc1ccccc1/C=N/NC(=O)CNC(=O)c1ccco1,7,-3,-1,-8,4,-2,3,6,-6
O=C(NCCc1ccccn1)c1ccc(S(=O)(=O)N2CCCCCC2)cc1,-4,-5,4,2,4,3,-1,-1,0
Nc1nccc(/C=C/c2ccc(Cl)cc2)n1,4,-6,1,3,4,-10,3,3,-2
CCCOc1ccc(/C=C/c2c([N+](=O)[O-])c(=O)n(C)c(=O)n2C)cc1,-1,2,1,4,-3,3,4,9,-1
O=C(O)Cc1sc(Nc2ccccc2)nc1-c1cccs1,-15,-3,-20,-1,5,-83,-12,-12,-10
COC(=O)c1ccc(C(=O)OC)c(NC(=O)c2cccnc2)c1,0,0,2,-6,1,0,-1,6,-3
O=C(NC1(O)C(=O)c2ccccc2C1=O)c1ccccc1,16,5,7,2,9,77*,5,36*,3
COc1cc(C2NC(=S)NC3=C2CCc2ccccc23)cc(OC)c1OC (stereo not given),-2,1,0,18,2,-5,4,0,-3
CCOC(=O)c1cnc(-n2nc(C)cc2C)nc1NNc1nc(-c2ccccc2)cc(-c2ccccc2)n1,-1,-2,-1,-1,0,2,2,7,2
O=C(O)C(Oc1ccc2ccccc2c1)c1ccccc1 (stereo not given),3,13,3,5,4,-3,-7,-1,0
NS(=O)(=O)c1ccc(CCNC(=O)COC(=O)c2ccc([N+](=O)[O-])o2)cc1,7,.,-18,3,6,.,.,8,.
Cc1nc2scc(-c3ccccc3)c2c(=O)n1N,1,-6,-6,4,-3,-4,-2,7,2
CC(C)(C)/C(Cn1cncn1)=N\OC(=O)Nc1ccc(Cl)cc1,8,-4,-1,-3,-2,5,-1,5,-2
Cc1ccnc(NC(=O)c2sc3cc(Cl)ccc3c2Cl)c1,-2,1,-2,-5,5,3,1,3,-3
O=C(C1CCN(S(=O)(=O)c2cccnc2)CC1)N1CCCCC1,3,-1,2,6,1,8,5,3,3
CN(C)CC(C)(C)CNC(C(=O)Nc1ccc(Cl)cc1C(F)(F)F)c1ccccc1 (stereo not given),6,-4,-1,4,1,5,-5,3,3
COc1ccc(C)cc1Cn1nnc2ccccc21,-1,0,1,0,1,2,3,3,0
O=c1c(S(=O)(=O)c2ccc(Cl)cc2)cn(Cc2ccccc2)c2ccc(F)cc12,-3,2,-2,1,6,-8,-5,9,-1
COc1cc(-c2nc3ccc4ccccc4c3c3c2CCC3)cc(OC)c1OC,-2,-5,-1,3,0,12,3,6,-1
COc1cccc(-c2nn(-c3ccccc3)cc2C(=O)O)c1,-7,2,5,0,7,1,10,10,-1

Later entries:
mol,PAFAH2 FP inh,PME-1 inh,PAD4 inh,pPAFAH inh,PAFAH1B2 inh,GSTO1 counter,LYPLA2 inh,PAFAH1B3 inh,LYPLA1 counter
COc1cc(C(=O)NNC(=O)CSc2nnc3ccccn23)cc(OC)c1OC,0,-10,-3,3,-2,.,1,-3,1
CN(C)S(=O)(=O)c1ccc(C(=O)Nc2ccc(CN3CCCC3)cc2)cc1,-9,3,-3,0,1,2,6,0,-2
Cc1cc(C)c2c(=O)n(CC(=O)Nc3cccc(Cl)c3C)sc2n1,0,-1,1,-1,1,14,-5,5,-2
CCc1ccc(S(=O)(=O)NCc2ccc(N3CCN(C)CC3)cc2)cc1,3,-5,7,3,10,3,6,6,1
COc1cc(OC)cc(C(=O)Nc2ccc(-c3nc4ccccc4o3)c(O)c2)c1,-20,-21,-9,-8,-12,-7,-43,1,-15
Cc1ccc(CC2SC(=Nc3ccccc3)N(c3ccccc3)C2=O)cc1 (stereo not given),-9,2,2,0,4,5,1,3,-4
O=C(N/N=C/c1cc([N+](=O)[O-])ccc1O)NC12CC3CC(CC(C3)C1)C2,23,-38,-10,19,88*,-5,-1,10,8
O=C(NCc1ccc(F)cc1)c1cccc2c1C(=O)N(Cc1cccnc1)C2,-10,3,-2,5,1,1,11,7,1
Cc1cccc(C)c1NC(=O)CN(C)S(=O)(=O)c1ccc(-c2ccc(=O)[nH]n2)s1,-1,-4,-16,-3,0,-22,-15,8,-9
O=C(NCc1ccc(F)cc1)c1ccc[nH]1,1,-2,2,-1,6,6,0,4,1
CCOCCc1nnc(NC(=O)CCC2CCCCC2)s1,2,0,0,11,0,5,2,0,-1
Cc1ccc(C2=NCCn3c2c2ccccc2[n+]3[O-])cc1,2,-1,-4,3,-2,4,2,6,3
CCOc1ccccc1-n1c(SCC(=O)Nc2ccc(CC)cc2)nc2n[nH]c(C)c2c1=N,.,-9,0,1,.,-17,-8,.,-9
CC(=O)Nc1cccc2c1C(=O)NC2=O,-7,-4,2,3,1,2,1,4,0
C/C(CC(=O)NCCc1ccccc1)=N\NC(=O)COc1ccc(Br)cc1,5,-2,-7,1,16,4,-3,10,0
O=C(NCC1CCCO1)c1onc(CSc2cccc(Cl)c2)c1C(=O)O (stereo not given),8,2,4,11,8,-11,4,-6,3
O=c1ccc(/C=C/c2ccccc2)nn1Cc1ccc(Cl)cc1Cl,-1,-2,-3,-10,-6,2,-2,0,-4
COc1ccc(S(=O)(=O)Cc2ccc(C(=O)N3CCC(C(N)=O)CC3)o2)cc1,-6,2,-2,-1,1,1,-4,3,0
N#CC1=C(N)SC(N)=C(C#N)C1c1ccc(C(F)(F)F)cc1,.,-1,-13,10,.,0,1,.,-5
COC(=O)c1c(C(C)=O)cnc2ccc(Br)cc12,1,-1,1,-1,1,-4,-1,4,-4
O=C(NC(=S)Nc1ccc(Cc2ccncc2)cc1)c1ccccc1F,-7,4,0,3,3,-2,26,7,3
CC(C)(C)c1ccc(/C=C/C(=O)Nc2ccncc2)cc1,-14,-53,-3,-6,-3,-14,-18,2,-16
O=C(Cc1c(F)cccc1Cl)NNC(=O)c1ccco1,0,.,2,3,2,.,.,9,.
COc1ccc(-n2c(Cn3c(=O)sc4ccccc43)nnc2SC)cc1,-5,-4,4,4,0,0,5,10,2
O=C(COC(=O)/C=C/c1ccc(OC(F)F)cc1)Nc1ccc(N2CCOCC2)cc1,2,1,1,8,3,1,9,4,0
CCN(CC(=O)Nc1ccc2c(c1)OCCO2)CC(=O)Nc1ccc(C)c([N+](=O)[O-])c1,9,.,-5,4,3,.,.,-1,.
C=CCN(CC=C)C(=O)c1cccc(OC2CCN(S(=O)(=O)N(C)C)CC2)c1,2,9,-2,-2,4,3,4,-2,1
COc1ccc(NC(=O)CN(c2cc(C)cc(C)c2)S(=O)(=O)c2c(C)noc2C)cc1,4,-2,0,6,-2,4,7,-2,2
CCCOc1ccc(N2C(=O)CC(NCC(=O)OCC)C2=O)cc1 (stereo not given),.,5,-2,1,.,9,-2,.,-5
CCCCN(CC)C(=O)/C=C/c1cccc([N+](=O)[O-])c1,-1,-5,-1,4,-1,0,-7,1,-2
CC(=O)c1ccc(N2CCN(S(=O)(=O)c3c(C(=O)N4CCCC4)c(C)n(C)c3C)CC2)cc1,2,-3,4,0,5,-3,-3,4,-3

High-throughput results deposited in PubChem BioAssay by The Scripps Research Institute Molecular Screening Center.
